FEN1 inh: human FEN1 inhibition. AID 588795. actives 0.35% (n = 390,000). Recombinant FEN1 flap cleavage, fluorescence, 15 min. P39748. Potency, µM (series often up to 114 µM), inactives show top-dose activity change, negative = inhibition, actives largely listed as inhibitors; note: nearly all actives have a fitted effect of over 65% in size
Target sequence (P39748 whole entry, looked up): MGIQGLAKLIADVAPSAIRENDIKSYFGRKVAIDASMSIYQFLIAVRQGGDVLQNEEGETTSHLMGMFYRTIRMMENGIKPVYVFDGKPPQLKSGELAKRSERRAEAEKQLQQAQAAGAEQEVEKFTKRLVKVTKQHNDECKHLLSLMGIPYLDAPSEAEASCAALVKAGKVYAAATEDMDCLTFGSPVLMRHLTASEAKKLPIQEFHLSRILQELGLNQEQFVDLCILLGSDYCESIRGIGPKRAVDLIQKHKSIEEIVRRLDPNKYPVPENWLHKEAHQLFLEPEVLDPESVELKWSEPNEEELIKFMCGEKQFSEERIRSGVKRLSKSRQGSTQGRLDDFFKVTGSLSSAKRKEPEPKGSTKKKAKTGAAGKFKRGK
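In this screen, 50 nM flap DNA substrate was added to 10 nM FEN1 pretreated with compound for 15 min at room temperature; cleavage was followed with reads at 0 and 15 min, and Hill fitting gave concentration–response parameters.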
TDP1 block: inhibitors of human tyrosyl-DNA phosphodiesterase TDP1; Potency, µM (doses to about 130 µM), for the others: top-dose activity change, negative = inhibition, usual class: inhibitors; Q9NUW8; actives 0.28% (n = 350,000); recombinant TDP1, AlphaScreen DNA substrate cleavage; note: nearly all actives have a fitted effect of over 40% in size
Target sequence (Q9NUW8 whole entry, looked up): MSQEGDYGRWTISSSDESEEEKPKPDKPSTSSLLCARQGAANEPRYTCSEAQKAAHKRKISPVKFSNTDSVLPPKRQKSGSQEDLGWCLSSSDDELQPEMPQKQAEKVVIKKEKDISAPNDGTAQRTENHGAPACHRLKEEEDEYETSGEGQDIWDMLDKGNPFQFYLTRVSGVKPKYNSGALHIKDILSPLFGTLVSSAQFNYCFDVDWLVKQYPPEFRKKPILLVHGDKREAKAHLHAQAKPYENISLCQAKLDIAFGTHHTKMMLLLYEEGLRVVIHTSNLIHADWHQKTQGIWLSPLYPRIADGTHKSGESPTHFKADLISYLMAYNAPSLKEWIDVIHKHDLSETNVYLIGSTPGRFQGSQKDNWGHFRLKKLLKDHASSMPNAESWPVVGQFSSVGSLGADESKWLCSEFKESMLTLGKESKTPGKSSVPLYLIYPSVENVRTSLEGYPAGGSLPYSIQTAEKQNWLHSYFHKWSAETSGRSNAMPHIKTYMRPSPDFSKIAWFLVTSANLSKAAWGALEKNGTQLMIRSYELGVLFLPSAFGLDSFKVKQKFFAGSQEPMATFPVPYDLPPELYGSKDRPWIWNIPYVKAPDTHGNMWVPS
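Signal: AlphaScreen proximity between streptavidin donor and anti-FITC acceptor beads on intact substrate. Reaction: Tdp1 1 nM, substrate 15 nM final, 5 min RT after 15 min compound preincubation.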
N370S GC: N370S glucocerebrosidase modulation, Gaucher chaperone candidate; Potency, µM (top dose mostly 59.4 µM), inactives show top-dose activity change, negative = inhibition, usual class: inhibitors; N370S GC spleen homogenate, 4MU-glucoside fluorescence; actives 0.092% (n = 330,000);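 note: 0% = full enzyme activity and -100% = no enzyme basal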
* marks the source's active call; other numbers are inactive results; ? = inconclusive; nt = no result given; [ ] = remark or other dose. Calls come from the whole dose curve; as a rule, active = well fitted curve in the direction sought with a large enough effect; inconclusive = small, poorly fitted or top-dose-only effect, or another doubt; inactive = no such curve, though single readings can be large; an effect the other way counts as inactive or inconclusive. Unless noted, % is set by controls: 0 for no effect and ±100 for the full control effect; potency is the fitted concentration of half-maximal effect.

structure | FEN1 inh | TDP1 block | N370S GC
Cn1nc(C(=O)Nc2cccc(C(F)(F)F)c2)c2c1-c1ccccc1S(=O)(=O)C2 | 12% | -1% | nt
CCCCCC(=O)Cc1cc(O)cc(O)c1C(=O)Oc1cc(CC(=O)CCCCC)c(C(=O)O)c(OC)c1 | nt | 7%[56.1 µM] | 9%
O=C(OCCCN1CCCCC1)c1ccc(O)cc1 | 8% | 1% | 5%
CCC(CO)Oc1cc(NC(=O)c2ccc(F)cc2)c2ncn(C(C)C)c2c1 (stereo unspecified) | -11% | -9% | nt
CCOC(=O)C1CCN(C(=O)Cn2ncc3c([nH]c4ccc(C)cc43)c2=O)CC1 | 2% | 1% | nt
Cc1ccc(S(=O)(=O)Nc2ccc(-c3ccc4nncn4n3)cc2)cc1 | -1% | 4% | -4%
Cc1cc(C)c2cc(CN(CCN3CCCC3)C(=O)Nc3ccc(F)cc3)c(=O)[nH]c2c1 | 1% | -10% | ?
COc1ccccc1-c1c(C)nn2c(C(F)(F)F)cc(-c3ccccc3)nc12 | 1% | 6% | nt
COc1cc(/C(C)=C/c2ccccc2)c2c(c1)oc1ccccc12 | 9% | nt | 24%
COc1ccc(CN(CC(=O)NC2CCCC2)C(=O)c2ccc(-c3ccccc3)[nH]2)cc1 | 3% | 8% | -4%
CC(=O)c1ccc(NC(=O)c2cc(CC(C)C)nc3ccccc23)cc1 | 13% | 6% | 2%
COc1ccc(OC)c(S(=O)(=O)Nc2ccc(C(N)=O)cc2)c1 | -8% | 4% | -13%
CCC(=O)c1ccc(OCC(=O)OCC(=O)N2CCCc3ccccc32)cc1 | 11% | -2% | -12%
COc1ccc2cc3cc(C(=O)NCc4ccc(C)cc4)oc3nc2c1 | 4% | 2% | nt
Cc1ccc(CNC(=O)CSCc2nc(-c3ccc(Cl)cc3)oc2C)cc1 | 6% | 6% | nt
O=c1[nH][nH]c(C(F)(F)F)c1C=NCc1ccccc1Cl | -2% | 6% | 11%
Cc1cc(=O)[nH]c2nnc(SCC(N)=O)n12 | -3% | 5% | nt
CN(C)c1ccc(N/C=C/C(=O)c2ccco2)cc1 | 5% | 2% | 4%[12.8 µM]
Cc1[nH]c2c(C)cccc2c(=O)c1Br | -7% | 1% | 10%
CCOc1ccccc1NC(=O)Cn1cnc2c1c(=O)n(C)c(=O)n2C | -3% | 0%[12.3 µM] | nt
O=C(O)CCCC(=O)OCc1c(-c2ccccc2)ncc2ccccc12 | 6% | 3% | nt
COc1ccc(CCN=C(N)NS(=O)(=O)c2cccs2)cc1OC | -5% | 0% | -6%
COc1cc(NC(=O)COn2nnc3ccc(S(C)(=O)=O)cc32)cc(OC)c1 | 4% | -1% | 0%
CC1CCc2c(sc3nc(C(C)(C)C)nc(N4CCN(C(=O)CCl)CC4)c23)C1 (stereo unspecified) | -24% | nt | 1%
O=C(NCC(=O)N1CCOCC1)c1ccc(Cl)c(Cl)c1 | -3% | 0% | nt
COc1ccc(CNCCC(c2ccccc2)c2ccc(OC(C)C)cc2)cc1OC (stereo unspecified) | -15% | nt | ?
O=C(COc1cccc(F)c1)N1c2ccccc2Sc2ccccc21 | 1% | 3% | ?
COc1ccc(NC(C)=O)cc1NC(C)C(=O)Nc1cccc2ccccc12 (stereo unspecified) | 5% | 1% | -4%
COC(=O)C1=C(C)N(Cc2ccco2)C(=O)/C1=C\c1ccc([N+](=O)[O-])cc1 | 4% | 0% | 6%
CCOc1cc2[nH]c(=S)n(CCN3CCCCC3CC)c(=O)c2cc1OCC (stereo unspecified) | -11% | 0% | 1%
O=C1CSC(=O)N1CCOCCN1C(=O)CSC1=O | 11% | 0% | -6%
Cc1ccc(C)c(N2CCN(c3ncnc4onc(C)c34)CC2)c1 | 5% | 3% | nt
Cc1cccnc1NC(=O)CCc1nnc2ccc(NCc3ccco3)nn12 | 8% | nt | 0%
COc1ccc(CCNC(=O)c2cc3c(=O)n(C)c4ccccc4c3n2C)c(OC)c1 | -16% | nt | 3%
O=[N+]([O-])c1ccc(Cl)cc1N/N=C/c1ccncc1 | -10% | nt | 0%
COc1ccc(S(=O)(=O)N2CCC(C(=O)NCc3cccnc3)CC2)cc1C | 1% | nt | 3%
CCCCCOc1ccc(/C(C)=N/NC2=NCCN2)cc1 | 15% | 5% | ?
C=CCN(CC=C)C(=O)C1CCN(S(=O)(=O)c2ccc(N3CCCC3=O)cc2)CC1 | 1% | 1% | ?
O=C(Nc1cc(C(F)(F)F)ccc1-n1cncn1)c1ccc(F)cc1Cl | 12% | 0% | nt
O=C(Nc1cccc(O)c1)c1ccc(C(F)(F)F)cc1 | 7% | 0% | 6%
Cc1cc(C)nc(NS(=O)(=O)c2ccc(NC(=O)Cc3ccccc3)cc2)n1 | 4% | 8% | 9%
O=C(CSc1nnc(-c2cccs2)n1-c1ccccc1)NCc1ccco1 | 9% | 11% | -6%
COC(=O)c1ccc(OC(=O)C2CC(=O)N(c3ccc(C)cc3C)C2)cc1 (stereo unspecified) | 4% | 7% | -1%
CCCN(Cc1cccs1)C(=O)Nc1ccc(F)c(Cl)c1 | -22% | -9% | nt
COc1ccc(/C=C\c2onc(C)c2S(=O)(=O)N2CCC(C(=O)Nc3ccc(F)cc3F)CC2)cc1 | -8% | -2% | nt
Cc1ccc(-c2nc(-c3cc4cccc(OCc5cccc(C)c5)c4oc3=O)no2)cc1 | 3% | 6% | nt
CSc1nc2c(c(=O)[nH]1)C(c1cccc(F)c1F)CC(=O)N2 (stereo unspecified) | -1% | 3% | nt
Cc1cc(=O)[nH]c2nnc(SCc3ccc(Cl)c(Cl)c3)n12 | -8% | 3% | nt
O=C(Nc1ccc2ncccc2c1)c1ccccc1Br | 2% | nt | -8%
COc1cc(Nc2ncc3c(n2)CCN(Cc2ccc(OC(C)C)c(OC)c2)C3)cc(OC)c1 | -5% | 11% | nt
Cc1oc(-c2ccccc2)cc1C(=O)NCc1ccncc1 | 9% | 1% | -15%
Cc1nn(C)c(C)c1NS(=O)(=O)c1c(C)n[nH]c1C | 11% | 0% | nt
COc1ccc(OC)c(NC(=O)c2cc(-c3cc(C)cc(C)c3O)n[nH]2)c1 | 6% | nt | -9%
CCOC(=O)c1c(-c2cccs2)csc1NC(=O)c1ccncc1 | -3% | 0% | 2%
COc1ccc(C2C=C(c3ccc(C)c(C)c3)Nc3ncnn32)c(OC)c1OC (stereo unspecified) | 5% | 4% | -10%
Cc1cc2n(n1)C(c1cn(-c3ccccc3)nc1C)Nc1ccccc1-2 (stereo unspecified) | 5% | -4% | 5%
CC1CCCC(C)N1CC(O)COc1c(F)cc(Br)cc1F (stereo unspecified) | 13% | 3% | -24%
COc1nc(C)nc2c1sc(=S)n2C | -2% | -1% | -3%
O=C(c1ccc(Cl)nc1)N1CCN(S(=O)(=O)c2ccc3c(c2)OCCO3)CC1 | 6% | -2% | nt
CCCN1CNc2c(c(=O)[nH]c(=S)n2CCCc2ccccc2)C1 | 9% | 0% | nt

More results.
structure | FEN1 inh | TDP1 block | N370S GC
CC(C)CCN1CCN(C2CSCCSC2)CC1CCO (stereo unspecified) | 19% | -3% | 2%
Cc1ccc(C(=O)Nc2ccc3c(c2)N(C)C(=O)c2ccccc2S3)cc1 | 7% | 5% | nt
CCOc1ccccc1NC(=O)N1CCCC(c2nc3c(nnn3Cc3ccc(C)cc3)c(=O)[nH]2)C1 (stereo unspecified) | -1% | 4% | ?
CCOc1ccc(CCNC(=O)c2ccc(CS(=O)(=O)c3ccccc3C)o2)cc1OCC | -21% | 2% | nt
COC/C=C/C1=CC2=CC(=O)C(C)(OC(=O)c3cnc4ccccc4n3)C(=O)C2=CN1c1cccc(C#N)c1 (stereo unspecified) | nt | 4%[12.3 µM] | -11%[12.8 µM]
Cc1[nH]n(-c2ccccc2)c(=O)c1/C=N/Nc1nncc(-c2ccccc2)n1 | -2% | 11% | -5%
COc1ccc(CN2C3CCCC2CC(NC(=O)Nc2cccc(C)c2)C3)cc1 (stereo unspecified) | -13% | 2% | 5%
CCCCOc1ccccc1NC(=O)c1ccc(=O)[nH]c1 | 1% | 0% | 4%
C/C(=N\NC(=O)c1nnn(-c2nonc2N)c1COc1ccc(F)cc1)c1ccc(Cl)cc1 | 3% | -3% | 0%
CCCc1cc(=O)[nH]c(SCc2cccc(C)c2)n1 | 8% | 3% | 6%
Cc1cc(C(F)F)n2nc(C(=O)Nc3ccc(C(C)C)cc3)nc2n1 | -15% | -3% | nt
C=C[C@@]1(C)CC[C@H]2C(=CC[C@@H]3[C@]2(C)CCC[C@@]3(C)C(=O)O)C1 | nt | 7% | -3%
CN1CCN(c2nc3ccccn3c(=O)c2/C=C(\C#N)S(=O)(=O)c2ccccc2)CC1 | -16% | 4% | 15%
Cn1c(CSCc2ccccc2Cl)nnc1SCC(=O)Nc1nccs1 | -6% | 0% | 15%
Nc1ccccc1Oc1ccc2ccccc2c1 | -6% | 5% | 7%
CC(C)c1onc(C(=O)Nc2sc3c(c2C#N)CCC3)c1[N+](=O)[O-] | 0% | -2% | -10%
O=C(NCCCn1ccnc1)/C(=C/c1ccc(F)cc1)NC(=O)c1ccccc1 | -11% | nt | -6%
Cc1ccc(-n2c(SCC(=O)N3CCOCC3)nnc2-c2ccncc2)cc1C | -13% | nt | -20%
Cc1ccc(-c2ccc(/C=N/O)o2)cc1[N+](=O)[O-] | -6% | 8% | 0%
Cc1cccc(C)c1OCCCCN1CCCCC1 | 0% | nt | -15%
CCOC(=O)N1CCN(C(=O)CN(c2ccccc2)S(C)(=O)=O)CC1 | -1% | 0% | 6%
OCCC#Cc1ccc(CN2CCN(C3CCCCC3)C(CCO)C2)cc1 (stereo unspecified) | -12% | -5% | 1%
CCCCN(C(=O)c1cc(CC)c(C)s1)c1c(N)n(CCC)c(=O)[nH]c1=O | 5% | -11% | -4%
Cc1cccc(N2CCN(S(=O)(=O)c3cc(Cl)ccc3Cl)CC2)c1C | -7% | -5% | nt
Cc1c(C)n(C(=O)CN2CCN(c3ccccn3)CC2)c2ccccc12 | -8% | 3% | -12%
COc1ccc(CCNC(=O)Cc2c(C)c3cc4c(C)coc4cc3oc2=O)cc1OC | -1% | 5% | nt
COc1cccc(NC(=O)Cn2c(=O)n(Cc3ccc4c(c3)OCO4)c(=O)c3oc4ccccc4c32)c1 | 1% | -3% | nt
CCOc1ccc(NC(=O)CN(C)C(=O)c2ccccc2OCc2c(C)noc2C)cc1OCC | -3% | -1% | -15%
CC1CCN(C(=O)/C(=C\c2ccco2)NC(=O)c2ccccc2)CC1 | -4% | 4% | -5%
COc1ccccc1C1Nc2c(sc3nc(C)cc(C)c23)C(=O)N1c1ccccc1 (stereo unspecified) | -16% | -5% | nt
CCN1C(=O)C(C(=O)NC(C)c2ccccc2)C2CC1(C)Oc1ccccc12 (stereo unspecified) | -18% | 5% | 5%
O=C(C1CCN(S(=O)(=O)N2CCOCC2)CC1)N1CCN(c2ccccc2)CC1 | 8% | 4% | 12%
O=C1c2ccncc2C(=O)N1c1cccc(Cl)c1 | 5% | 2% | 3%
CC(C)c1ccc(/C=C2\SC(=S)N(CC(=O)NCCCN3CCOCC3)C2=O)cc1 | -6% | nt | ?
O=[N+]([O-])c1ncccc1OCc1ccc(Br)cc1F | 1% | -11% | -4%
CCCC(=O)NC(C)C(c1cccs1)N1CCN(C)CC1 (stereo unspecified) | 1% | -1% | 2%
Cc1c(N=NC2=C(O)CC(C)(C)CC2=O)c(=O)n(-c2ccccc2)n1C | 5% | 10% | -14%
CN(C(=S)NC(=O)c1ccc(Cl)cc1)C1CCCCC1 | 5% | -6%[56.1 µM] | 0%
CN(Cc1ccccc1)c1nc2c(c(=O)[nH]c(=O)n2C)n1Cc1ccccc1F | -4% | 5% | 0%
NC(=O)CC(O)c1cccc(Cl)c1 (stereo unspecified) | -9% | 7% | 1%
CN(C)S(=O)(=O)n1cc(/C=C(\NC(=O)c2ccccc2)C(=O)NCCCN2CCOCC2)c2ccccc21 | 18% | 0% | 0%
COc1ccc(S(=O)(=O)NCC(c2ccc(F)cc2)N2CCN(C)CC2)cc1 (stereo unspecified) | -10% | -1%[0.505 µM] | -1%

High-throughput results deposited in PubChem by National Center for Advancing Translational Sciences (NCATS).
